Compound activity: PubChem, National Center for Advancing Translational Sciences (NCATS)
ERG Ets-DNA blk: qHTS for Small Molecule Inhibitors of the ERG Ets/DNA interaction | Transcriptional regulator ERG (Homo sapiens), P11308 | fluorescence polarization, His-ERG Ets domain / labelled DNA | Potency, µM (top dose mostly 76.9 µM), without a hit: top-dose FP activity, negative = inhibition, actives largely listed as inhibitors | 370,000 compounds, 0.028% hits; active = well fitted inhibition curve with a large enough effect in the polarisation, with a control signal flat; inconclusive = small, poorly fitted or top-dose-only effect, or effect the other way, or a change in a side signal; inactive = no such curve, though single readings can be large or run the other way; the % refers to the polarisation;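 also: polarization taken with two DNA probes labelled with fluorescein and Texas red; potency is read from the fitted curve at half-maximal effect; % of control where 0% means no effect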
Target sequence (P11308 whole entry, looked up, the tested form may be a part): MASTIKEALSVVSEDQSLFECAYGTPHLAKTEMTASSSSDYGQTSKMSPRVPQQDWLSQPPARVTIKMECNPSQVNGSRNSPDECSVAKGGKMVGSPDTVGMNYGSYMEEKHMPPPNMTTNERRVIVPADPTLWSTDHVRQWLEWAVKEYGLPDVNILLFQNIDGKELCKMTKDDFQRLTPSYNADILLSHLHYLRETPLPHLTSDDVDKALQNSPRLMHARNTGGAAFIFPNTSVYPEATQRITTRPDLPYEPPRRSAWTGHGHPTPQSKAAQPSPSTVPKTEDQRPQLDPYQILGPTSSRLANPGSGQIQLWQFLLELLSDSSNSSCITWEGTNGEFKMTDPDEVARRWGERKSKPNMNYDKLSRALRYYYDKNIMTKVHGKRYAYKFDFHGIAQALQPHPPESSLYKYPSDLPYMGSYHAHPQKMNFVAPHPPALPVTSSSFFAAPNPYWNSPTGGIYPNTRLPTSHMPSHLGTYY
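His-tagged ERG Ets domain (1 uM in the protein solution; 300mM KCl, 50mM Tris-HCl, 1mM EDTA, 1mM DTT, pH 7.5) received compound, then a probe mix of 5 nM fluorescein-DNA and 100nM Texas-615-DNA. Fluorescence polarization was read for both dyes.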
ALOX12 inh: Primary qHTS assay for inhibitors of human arachidonate 12S-lipoxygenase (ALOX12): Round 2 | Polyunsaturated fatty acid lipoxygenase ALOX12 (Homo sapiens), P18054 | AID 1671190, 2021 | Potency, µM (highest dose often 108 µM), without a hit: top-dose activity change, negative = inhibition, most hits filed as inhibitors | 580,000 compounds, 1.1% hits | purified 12hLO, xylenol orange hydroperoxide absorbance; also: potency is read from the fitted curve at half-maximal effect; % is scaled to controls: 0 for no effect and ±100 for the full control effect
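Hydroperoxide product was detected by ferrous iron/xylenol orange as the 573 to 405 nm absorbance ratio. Arachidonic acid at 40 uM (final) was turned over for 30 min at room temperature by 150 nM human 12hLO, pH 7.0 Hepes buffer, after 15 min compound preincubation.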
POLK inh: qHTS for Inhibitors of Polymerase Kappa. 400,000 compounds, 0.53% hits. Potency, µM (series often up to 107 µM), for inactives: top-dose activity, negative = inhibition, hits mostly inhibitors. DNA polymerase kappa (Homo sapiens), Q9UBT6. purified Pol kappa, fluorescent DNA synthesis assay, 10 min. AID 588579, 2011; also: potency is read from the fitted curve at half-maximal effect; % is scaled to controls: 0 for no effect and ±100 for the full control effect
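Kinetic fluorescence screen: compound preincubated 15 min RT with 10 nM enzyme; 50 nM substrate (final) initiates; reads at 0/10 min.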
Apoferritin bind: qHTS Assay for Identification of Novel General Anesthetics. Ferritin light chain (Equus caballus), P02791. apoferritin/1-aminoanthracene competitive binding, fluorescence. Potency, µM (top dose mostly 77.5 µM), inactives show at the top dose activity change, negative = displacement, hits mostly inhibitors. 350,000 compounds, 0.074% hits. AID 485281, 2010; also: potency is read from the fitted curve at half-maximal effect; % is scaled to controls: 0 for no effect and ±100 for the full control effect; nearly all actives have a fitted effect of over 20% in size
Target sequence (P02791 2-175 limits assumed): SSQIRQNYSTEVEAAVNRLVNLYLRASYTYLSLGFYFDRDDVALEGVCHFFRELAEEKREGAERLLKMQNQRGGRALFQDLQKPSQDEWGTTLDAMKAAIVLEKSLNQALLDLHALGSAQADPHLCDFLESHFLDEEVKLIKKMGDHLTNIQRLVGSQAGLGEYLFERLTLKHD
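Steps: apoferritin (10 uM) was premixed with half-saturated 1-AMA in PBS, compounds were pin-transferred, plates stood 10 min at room temperature, fluorescence was read at 380/535 nm, and curves were fitted with a Hill equation.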
RGS4 inh: Inhibitors of Regulator of G Protein Signaling (RGS) 4: qHTS | Regulator of G-protein signaling 4 (Homo sapiens), P49798 | Transcreener GDP fluorescence polarization, RGS4-accelerated GTP hydrolysis | Potency, µM (top dose mostly 114 µM), for inactives: top-dose activity change, negative = inhibition, actives largely listed as inhibitors | 390,000 compounds, 0.039% hits; also: potency is read from the fitted curve at half-maximal effect; % is scaled to controls: 0 for no effect and ±100 for the full control effect; nearly all actives have a fitted effect of over 75% in size; some results filed as inactive show a strong effect at the top dose
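MLSMR compounds (23 nl, pin-transferred) preincubated 10 min at room temperature with a 500nM (2x) first reagent, then RGS4 at 900nM (2x) plus Transcreener GDP mix added; fluorescence polarization (620/688 nm) read before and after 90 min at 30 °C.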
LDHA inh: qHTS assay for inhibitors of human lactate dehydrogenase. activity change, % (values are at about 110 or 230 µM). AID 1347041, 2019. 480,000 compounds, 0.15% hits. purified LDHA, NADH/diaphorase-resazurin fluorescence; hits give low values; in the data active = activity change below about -30%; inconclusive = mostly about -25% to -30%;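 also: plate controls were DMSO wells for no effect and wells without enzyme for full effect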
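Resorufin fluorescence (ex540/em590), read at 0 and 20 min after diaphorase/resazurin addition, reports the NADH left after a 5 min room-temperature reaction of 2 nM human LDH5 with 0.06 mM NADH and 0.2 mM pyruvate.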
APE1 inh: qHTS Assay for Inhibitors of the Human Apurinic/apyrimidinic Endonuclease 1 (APE1); DNA repair nuclease/redox regulator APEX1 (Homo sapiens), P27695; recombinant APE1, TAMRA/BHQ-2 abasic DNA cleavage fluorescence; Potency, µM (series often up to 65.8 µM), for inactives: at the top dose activity change, negative = inhibition, most hits filed as inhibitors; 350,000 compounds, 0.35% hits; AID 2517, 2012;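 also: potency is read from the fitted curve at half-maximal effect; plate controls were vehicle for no effect and reference inhibitor for full effect; nearly all actives have a fitted effect of over 55% in size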
Target sequence (P27695 whole entry, looked up): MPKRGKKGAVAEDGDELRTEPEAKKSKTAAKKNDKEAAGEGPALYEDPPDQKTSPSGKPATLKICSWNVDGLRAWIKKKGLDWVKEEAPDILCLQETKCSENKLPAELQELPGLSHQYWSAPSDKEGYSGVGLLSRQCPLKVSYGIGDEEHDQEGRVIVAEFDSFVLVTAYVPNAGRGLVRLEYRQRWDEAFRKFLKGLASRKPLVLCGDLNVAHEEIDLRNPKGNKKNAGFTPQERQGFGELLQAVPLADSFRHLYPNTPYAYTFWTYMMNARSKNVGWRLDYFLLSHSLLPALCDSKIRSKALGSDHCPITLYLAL
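Incision of a quenched TAMRA/BHQ-2 THF abasic-site duplex (50 nM) by 0.75 nM APE1, after 15 min compound preincubation, measured as fluorescence increase over three 60 s reads. Values normalized to buffer, DMSO and NSC13755 control wells.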
Pol eta inh: qHTS for Inhibitors of Polymerase Eta | DNA polymerase eta (Homo sapiens), Q9Y253 | 390,000 compounds, 1.2% hits | Potency, µM (highest dose often 114 µM), inactives show at the highest dose activity change, negative = inhibition, hits mostly inhibitors | recombinant Pol eta, fluorescent DNA replication assay; also: potency is read from the fitted curve at half-maximal effect; % is scaled to controls: 0 for no effect and ±100 for the full control effect
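Fluorescent replication assay: 50 nM final substrate added after a 15 min room-temperature compound preincubation with 10 nM enzyme. Signal taken at 0 min and again at 10 min.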
Pol beta inh: qHTS Assay for Inhibitors of DNA Polymerase Beta; 340,000 compounds, 1.3% hits; AID 485314, 2010; Pol beta primer extension/strand displacement, fluorescence kinetic; Potency, µM (doses to about 114 µM), inactives show at the top dose activity change, negative = inhibition, actives largely listed as inhibitors; also: potency is read from the fitted curve at half-maximal effect; % is scaled to controls: 0 for no effect and ±100 for the full control effect
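Homogeneous kinetic assay of primer extension and strand displacement by 10 nM Pol beta, preincubated 15 min at room temperature with compound before 50 nM substrate (final) was added. Read at 0 and 10 min; four-parameter Hill fit.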
Starred values were filed as active, the others as inactive; u = inconclusive; x = no result given; & = joins results of further samples; [ ] = dose if it differs, or a comment. Unless noted, calls follow the shape of the dose curve; as a rule, active = well fitted curve in the direction sought with a large enough effect; inconclusive = small, poorly fitted or top-dose-only effect, or another doubt; inactive = no such curve, though single readings can be large; an effect the other way counts as inactive or inconclusive. Not all compounds are listed (hit frequency here may not be typical).

mol	ERG Ets-DNA blk	ALOX12 inh	POLK inh	Apoferritin bind	RGS4 inh	LDHA inh	APE1 inh	Pol eta inh	Pol beta inh
COc1ccc(NC(=O)COC(=O)CN2C(=O)NC(C)(C)C2=O)cc1	10%	232%[activator]	-21%	x	14%	-2	0%	-6%	x
Cc1c(C(c2ccccc2)c2c(C)n(C)n(-c3ccccc3)c2=O)c(=O)n(-c2ccccc2)n1C	12%	-2%	7%	-6%	2%	-1	26%	-3%	12%
O=C(/C=C/c1ccc(OC(F)F)cc1)OCC(=O)N1CCC(c2ccccc2)=N1	-9%	11%	-8%	x	24%	0	-12%	-22%	x
O=C1c2oc3ccccc3c(=O)c2C(c2ccccc2F)N1Cc1ccc2c(c1)OCO2 (stereo not given)	7%	-13%	-7%	-3%	14%	-5	x	0%	-29%
CN1C[C@@H]2[C@@H]3C(=O)N(Cc4ccccc4)C(=O)[C@@H]3[C@](Cc3ccccc3)(C1=O)N2C(=O)c1ccc(Cl)c(Cl)c1	11%	-17%	1%	x	-16%	3	x	-23%	x
NNC(=O)c1cn2ccccc2n1	1%	-5%	-1%	-11%	-4%	-1	0%	-16%	21%
CC(C)CCc1noc(CN2CCC(CCN3CCCC3=O)CC2)n1	-3%	21%	-4%	-1%	-8%	-3	-4%	-18%	3%
O=C(NCc1cnc2ccccn12)C1CCC(=O)N(Cc2ccccc2F)C1 (stereo not given)	-8%	1%	-4%	-8%	-51%	-3	53%[activator]	-19%	0%
COc1ccc(NC(=O)C2Cc3ccccc3N2C(=O)c2ccccc2)cc1OC (stereo not given)	8%	-14%	-15%[60.1 µM]	53%[activator]	-9%	7	x	-15%	-5%
O=C(NN=C1CCCC1)c1ccc(Br)cc1	-4%	18%	-12%	-19%	-17%	0	1%	-7%	-2%

Next part.
mol	ERG Ets-DNA blk	ALOX12 inh	POLK inh	Apoferritin bind	RGS4 inh	LDHA inh	APE1 inh	Pol eta inh	Pol beta inh
Cc1oc2ccc(O)c(CN3CCOCC3)c2c1C(=O)c1ccc(Cl)cc1	-1%	-17%	-22%	u	16%	5	-1%	-7%	2%
Cc1ccc2nc(-c3ccc(NC(=O)CN(c4ccccc4C)S(C)(=O)=O)cc3)sc2c1	3%	-4%	-5%	1%	-3%	-5	-4%	3%	-22%
Nc1nnnn1/N=C\c1ccc(Cl)c([N+](=O)[O-])c1	-1%	-5%	-16%	-15%	17%	1	5%	7%	-3%
COc1ccc(N(CC(=O)N2CCOCC2)S(C)(=O)=O)cc1OC	10%	0%	2%	-1%	9%	0	6%	-9%	16%
COc1ccc(OCCn2cncn2)cc1	-2%	-6%	-10%	-2%	19%	-8	2%	2%	7%
N#Cc1ccc(NC(=O)COC(=O)c2ccc(F)c(S(=O)(=O)N3CCOCC3)c2)cc1	-21%	8%	-6%	x	14%	-2	-10%	-29%	x
COc1ccc(CCC(=O)N2CCN(c3ccc(OC)cc3)CC2)cc1	-7%	0%	1%	-6%	-13%	-8	6%	-10%	-1%
Cc1nn(-c2ccc(N3CCCCC3)nn2)c(C)c1CCC(=O)NCc1ccc(Cl)cc1	-6%	3%	3%	20%	-39%	4	x	-11%	-22%
CCCCN(C)C(=O)CCC(=O)Nc1ccc2nc(N3CCOCC3)cc(C)c2c1	10%	0%	0%	-6%	2%	12	11%	-6%	35%
CC(C)[C@H](NC(=O)NCc1cccs1)C(=O)O	4%	0%	-10%	-7%	5%	-1	4%	-1%	0%

Next section.
Each structure is followed by: ERG Ets-DNA blk, ALOX12 inh, POLK inh, Apoferritin bind, RGS4 inh, LDHA inh, APE1 inh, Pol eta inh, Pol beta inh
O=C(COc1ccccc1O)c1cccs1
    3%, 9%, 6%, 28µM*, -6%, 0, 4%, -9%, 47%
CCn1cc(C(=O)OCC(=O)Nc2cccc(C)c2)c(=O)c2ccc(C)nc21
    13%, -1%, -9%, -7%, -15%, 5, 10%, 0%, 32%
Cc1ccccc1NC(=O)c1ccc2nccnc2c1
    5%, -12%, -10%, 3%, 34%, -5, 9%, -3%, 22%
CCOC(=O)CSc1nc(C)nc2c1sc1nc(C)c(C(C)=O)c(-c3ccc(OC)cc3)c12
    0%, -14%, -27%, -8%, 15%, -4, -2%, -6%, -8%
CN(CCC1CCCCO1)C(=O)CCc1nnc(CCc2ccccc2)o1 (stereo not given)
    -2%, 7%, -10%, -5%, 4%, -13, 3%, -3%, 54%
O=C1CN(C(=O)c2ccc(S(=O)(=O)N3CCCCC3)cc2)C(c2ccc(F)cc2)c2cc(Cl)ccc2N1 (stereo not given)
    -18%, 3%, -6%, -3%, -18%, 3, x, -8%, 2%
CCc1ccc(OCCCCCn2ccnc2)cc1
    1%, 1.3µM*, 3%, u, -27%, -13, -9%, -12%, 21%
O=C(CSC1c2ccccc2C(=O)N1c1ccccc1)N1CCOCC1 (stereo not given)
    1%, 19%, -6%, 3%, -2%, -9, 9%, -5%, -22%
Cc1ccccc1OCc1nnc(SCC(=O)Nc2ccc3nc(SCC(=O)Nc4ccccc4)sc3c2)n1C
    1%, 2%, -15%, 4%, -33%, -13, 7%, -2%, -17%
COc1ccc(N2C(=O)C(F)(F)C2c2cccc(F)c2)cc1 (stereo not given)
    -4%, 0%, -15%, -6%, 1%[56.9 µM], -2, -5%, -3%, u
Cc1cc(C(=O)N/N=C/c2ccc(-c3cccc([N+](=O)[O-])c3)o2)n[nH]1
    -5%, -2%, -11%, -1%, -8%, -3, 27%, -13%, 17%
COc1ccc2oc3cc(C)[n+]([O-])c(-c4ccc(C)cc4)c3c2c1
    -4%, -5%, -10%, -5%, -6%, 8, 1%, -6%, 24%
COC(=O)CSc1c(-c2ccccc2)c2cc(Cl)ccc2[nH]c1=O
    -1%, 0%, -14%, u, -4%, 0, -2%, -16%, 0%
COCCCNc1nc2c(c(=O)[nH]c(=O)n2C)n1CCCc1ccccc1
    2%, 0%, 0%, -8%, 29%, -3, -2%, -9%, 23%
Cc1cn2c(=O)cc(COc3ccc(Cl)cc3)nc2s1
    -6%, -8%, 2%, -13%, 10%, -9, x, 4%, 6%
O=C(O)c1ccccc1-c1ccccc1C(=O)Nc1cccc(-c2nc3ccccc3o2)c1
    4%, 11µM*, 0%, -6%, -16%, -7, 2%, -12%, 4%
CCC(C)NC(=O)CS(=O)Cc1nc(-c2ccccc2C)oc1C (stereo not given)
    12%, 27%, 19%, -11%, -49%, 0, 1%, -4%, 19%
CC1(C)CC(=O)c2cc(-c3nc(-c4ccc(Cl)cc4)cs3)c(=O)n(-c3cccc(F)c3)c2C1
    -7%, -18%, -13%, 4%, 16%, -5, x, -15%, 5%
Cc1ccc2c(c1)N(CCC(=O)NCCN1CCOCC1)C(=O)CO2
    -2%, -13%, -1%, -13%, -12%, 0, -2%, -4%, -9%
CCOC(=O)/C=C1\CC(C(=O)OCC)Oc2ccccc21 (stereo not given)
    -8%, u, -10%&-9%, -17%[110 µM], 5%, -5, -17%&-4%, -5%, x

4 of the compounds above, field by field:
CCC(C)NC(=O)CS(=O)Cc1nc(-c2ccccc2C)oc1C (stereo not given)
  ERG Ets-DNA blk: 12%	ALOX12 inh: 27%	POLK inh: 19%	Apoferritin bind: -11%	RGS4 inh: -49%	LDHA inh: 0	APE1 inh: 1%	Pol eta inh: -4%	Pol beta inh: 19%

CC1(C)CC(=O)c2cc(-c3nc(-c4ccc(Cl)cc4)cs3)c(=O)n(-c3cccc(F)c3)c2C1
  ERG Ets-DNA blk: -7%	ALOX12 inh: -18%	POLK inh: -13%	Apoferritin bind: 4%	RGS4 inh: 16%	LDHA inh: -5	APE1 inh: x	Pol eta inh: -15%	Pol beta inh: 5%

Cc1ccc2c(c1)N(CCC(=O)NCCN1CCOCC1)C(=O)CO2
  ERG Ets-DNA blk: -2%	ALOX12 inh: -13%	POLK inh: -1%	Apoferritin bind: -13%	RGS4 inh: -12%	LDHA inh: 0	APE1 inh: -2%	Pol eta inh: -4%	Pol beta inh: -9%

CCOC(=O)/C=C1\CC(C(=O)OCC)Oc2ccccc21 (stereo not given)
  ERG Ets-DNA blk: -8%	ALOX12 inh: u	POLK inh: -10%&-9%	Apoferritin bind: -17%[110 µM]	RGS4 inh: 5%	LDHA inh: -5	APE1 inh: -17%&-4%	Pol eta inh: -5%	Pol beta inh: x
